Screening data deposited in PubChem BioAssay by NCI.
All columns: NCI-60 one-dose screen, growth in % after 48 h at 10 µM unless noted; 100 = growth as untreated, 0 = no growth, -100 = all killed.
MDA-MB-231 = MDA-MB-231 breast cancer; 5% of 81,000 active; AID 1794789
BT-549 = BT-549 breast cancer; 4.4% of 78,000 active
T-47D = T-47D breast cancer; 5% of 79,000 active
LOX IMVI = LOX IMVI melanoma; 7.4% of 79,000 active; AID 1794757
MDA-MB-468 = MDA-MB-468 breast cancer; 8.5% of 78,000 active
MCF7 = MCF7 breast cancer; AID 1794796; 6.3% of 82,000 active
MALME-3M = MALME-3M melanoma | 5.8% of 78,000 active
HS 578T = HS 578T breast cancer; 4.1% of 78,000 active
Numbers without * were called inactive; nt = no result given; & = joins results of further samples. Rule for the calls: active = growth percent below 10; inactive = the rest.

(1) CCN(CC)c1ccc2cc(NC(=O)OCCNC(=O)CCNC(=O)[C@H](CC(C)C)NC(=O)C(C)(C)NC(=O)C(C)(C)NC(=O)[C@H](CC(C)C)NC(=O)CCNC(=O)C(C)(C)NC(=O)[C@H](CC(C)C)NC(=O)CCNC(=O)[C@@](C)(CC)NC(=O)[C@H](C)NC(=O)CCNC(=O)C(C)(C)NC(=O)[C@H](C)NC(=O)[C@@H]3CCCN3C(=O)[C@@](C)(CC)NC(=O)[C@H](Cc3ccccc3)NC(=O)C3CCCN3C(=O)C(C)(C)NC(=O)C3CCCN3C(=O)C(C)(C)NC(C)=O)c(=O)oc2c1 (stereo partly specified)
(2) Cc1[nH]nc2c1C(c1ccc(C3NCCc4c3[nH]c3ccccc43)cc1)C(C#N)=C(N)O2 (stereo unspecified)
(3) CSc1nc(N)nc2nc[nH]c12
(4) Cc1nc2ccc(Nc3nc(NCCN4CCOCC4)nc(N4CCOCC4)n3)cc2n1Cc1ccccc1
(5) N#CCSc1nc(-c2cc3ccccc3o2)cc(-c2ccc(Cl)cc2)c1C#N
(6) CC1Cc2c(Cl)ncnc2N(C)c2ccc(O)cc21 (stereo unspecified)
(7) Cc1ccc(NC(=O)c2ccc(Nc3ncnc4c3cnn4-c3cccc(Br)c3)cc2)cc1
(8) COc1cc2c(cc1OC)C(O)C(O)(CO)C(C(=O)O)C2c1cc(OC)c(OC)c(OC)c1 (stereo unspecified)

Screen / compound no.,1,2,3,4,5,6,7,8
MDA-MB-231,-83*,82,108,106,79,21,76,105
BT-549,-93*,98,115,92,60,nt,92,111
T-47D,-71*,101,103,91,68,82,53,104
LOX IMVI,-85*,101,101,102,89,12,72,108
MDA-MB-468,-83*,96,94,92,nt,-6.9*,72,113
MCF7,-88*,nt,103,94,39,55,42,99
MALME-3M,-80*,88,126,98,104,53,87,103
HS 578T,-60*,103,167,88,60,29,76,109

Record cards (already shown). Screens in order: MDA-MB-231 | BT-549 | T-47D | LOX IMVI | MDA-MB-468 | MCF7 | MALME-3M | HS 578T
Entry for Cc1nc2ccc(Nc3nc(NCCN4CCOCC4)nc(N4CCOCC4)n3)cc2n1Cc1ccccc1 = 106 | 92 | 91 | 102 | 92 | 94 | 98 | 88
Entry for CC1Cc2c(Cl)ncnc2N(C)c2ccc(O)cc21 (stereo unspecified) = 21 | nt | 82 | 12 | -6.9* | 55 | 53 | 29
Entry for Cc1[nH]nc2c1C(c1ccc(C3NCCc4c3[nH]c3ccccc43)cc1)C(C#N)=C(N)O2 (stereo unspecified) = 82 | 98 | 101 | 101 | 96 | nt | 88 | 103
Entry for COc1cc2c(cc1OC)C(O)C(O)(CO)C(C(=O)O)C2c1cc(OC)c(OC)c(OC)c1 (stereo unspecified) = 105 | 111 | 104 | 108 | 113 | 99 | 103 | 109

Continuation:
(9) O=C(CSc1nc2ccc([N+](=O)[O-])cc2[nH]1)Nc1ccc([N+](=O)[O-])cc1
(10) CC(=O)Nc1ccc(N)c(S(=O)(=O)O)c1
(11) C[C@H]1[C@H]2C3=CC[C@@H]4[C@@]5(C)C/C(=C/c6cccnc6)C(=O)C(C)(C)[C@@H]5CC[C@@]4(C)[C@]3(C)CC[C@@]2(C(=O)N2CCOCC2)CC[C@@H]1C
(12) CCCCCCC(=O)C(C)C
(13) COc1c(F)ccc(C(=O)Nc2ccc3nc(NC(=O)C4CCCNC4)sc3c2)c1F (stereo unspecified)
(14) COc1ccc(/C=C2\N=C(C)N(CCc3ccc(S(=O)(=O)NC(=S)NCc4ccccc4)cc3)C2=O)cc1OC
(15) Clc1ccc2c(NCCCn3ccnc3)c3oc4ccccc4c3nc2c1
(16) O=C(CC(=O)c1ccccc1F)Nc1ccc([N+](=O)[O-])cc1

Screen / compound no.,9,10,11,12,13,14,15,16
MDA-MB-231,33,103,76,111,38,71,37,103
BT-549,7.8*,nt,42,102,48,59,81,90
T-47D,3.6*,97,27,110,76,53,60,82
LOX IMVI,24,96,nt,nt,34,77,14,100
MDA-MB-468,-12*,108,26,99,66,42,40,91
MCF7,16,101,27,102,72,67,18,81
MALME-3M,1.8*,104,73,89,74,103,43,94
HS 578T,32,102,85,105,66,91,62,110

(17) CC(CC(O)CCCN(C)C)CC(C)(C)C (stereo unspecified)
(18) COc1ccc(N=Nc2c(N)nn3c(-c4ccc(F)cc4)ccnc23)cc1
(19) CC1CCC(Nc2ccncc2CO)CC1 (stereo unspecified)
(20) O=C(Nc1cccc(C2=NCCN2)c1)c1ccc(C(=O)Nc2cccc(C3=NCCN3)c2)cc1
(21) CCc1cc(C(C)(C)C)c(O)c(C(C)(C)C)c1
(22) Cn1c(=O)c2c(nc(N3CCCC3)n2C)n(C)c1=O
(23) CC/C(=C\c1ccc(OC)c(OC)c1)c1nc2ccccc2c(=O)[nH]1
(24) O=C1C=CC(=Nc2ccc3c(c2)C(=O)c2ccccc2-3)O1

Screen / compound no.,17,18,19,20,21,22,23,24
MDA-MB-231,102,77,107,112,113,99,119,95
BT-549,114,96,110,115,99,97,nt,106
T-47D,nt,61,90,114,114,91,66,91
LOX IMVI,93,87,99,101,97,96,100,98
MDA-MB-468,114,44,101,101,106,100,96,97
MCF7,105,55,88,109,nt,99,94,78
MALME-3M,105,40,96,nt,102,103,141,109
HS 578T,102,107,108,108,nt,105,133,113

(25) O=[N+]([O-])c1cccc(/C=C/c2ccccn2)c1
(26) NC(=O)N/N=C1/CCC(OCc2ccccc2)CC1CC(=O)O (stereo unspecified)
(27) C=C(C)[C@@H]1CC[C@]2(C(=O)OC)CC[C@]3(C)[C@H](CC[C@@H]4[C@@]5(C)C/C(=C/c6cc(OC)cc(OC)c6)C(=O)C(C)(C)[C@@H]5CC[C@]43C)[C@@H]12
(28) ClC1CCC(c2ccccc2)CC1 (stereo unspecified)
(29) C=CC(C)(C)[N+](C)(C)C
(30) N#Cc1ccc(C(=O)C[n+]2cccc3ccccc32)cc1
(31) COC(=O)C1(C(F)(F)F)C(C)=C(C)N(c2ccccc2)C2=C1CCCC2 (stereo unspecified)
(32) CC(=O)OC1NC(=O)NC(=O)C1(Br)Br (stereo unspecified)

Screen / compound no.,25,26,27,28,29,30,31,32
MDA-MB-231,87,100,91,100,107,92,98,93
BT-549,65,107,101,nt,107,110,107,96
T-47D,38,105,85,nt,99,95,81,95
LOX IMVI,102,96,nt,97,103,92,97,96
MDA-MB-468,48,101,100,75,98,85,nt,102
MCF7,7.2*,96,87,101,101,90,112,98
MALME-3M,114,96,94,102,102,86,95,100
HS 578T,nt,109,101,88,110,95,107,107

(33) O=C1C=C(c2ccccc2)SC2c3cccn3CCN12 (stereo unspecified)
(34) O=c1ccn([C@@H]2C=C(CO)[C@@H](O)[C@H]2O)c(=O)[nH]1
(35) CC1OC(OCC2OC(Oc3c(-c4ccc(O)c(O)c4)oc4cc(O)cc(O)c4c3=O)C(O)C(O)C2O)C(O)C(O)C1O (stereo unspecified)
(36) NS(=O)(=O)c1ccc(CCN2C(=O)c3ccc4c5c(ccc(c35)C2=O)C(=O)N(CCc2ccc(S(N)(=O)=O)cc2)C4=O)cc1
(37) O=c1nc(Nc2cc(Cl)ccc2O)sc2ccccc12
(38) CC1(C)CC[C@]2(C(=O)O)CC[C@]3(C)C(=CCC4[C@@]5(C)C[C@@H](O)[C@@H]6OC(c7ccc(F)cc7)OC[C@@]6(C)C5CC[C@]43C)C2C1 (stereo partly specified)
(39) COc1cc(-c2cnc3nonc3n2)cc2c1OCO2
(40) CC(C[N+](C)(C)C)OC(N)=O (stereo unspecified)

Screen / compound no.,33,34,35,36,37,38,39,40
MDA-MB-231,101,103,107&100,103,73,51,77,131
BT-549,103,98,108&103,104,51,26,88,nt
T-47D,98,107,105&110,96,38,33,56,106
LOX IMVI,104,98,99&93,100,57,20,86,97
MDA-MB-468,94,107,95&96,107,29,14,80,105
MCF7,80,93,96&94,95,42,13,48,113
MALME-3M,115,96,105&103,101,58,39,75,100
HS 578T,115,112,109&101,103,61,48,90,119

(41) CNC(=O)c1cc(N2CCc3cc(NC(=O)Nc4ccccc4)ccc32)ccn1
(42) CN(C)C(=O)OCc1ccc2c(Cl)cc(Cl)c(O)c2n1
(43) N=C1CCC(=N)c2c1c(O)c1ccccc1c2O
(44) Cc1ccc2cccc(Oc3ccc(Nc4ncnc5onc(-c6ccccc6)c45)cc3)c2n1
(45) O=C(N=Nc1c(O)[nH]c2ccccc12)Nc1ccc(Cl)cc1
(46) N#Cc1c(NC(=O)c2ccco2)[n+]([O-])c2ccc(F)cc2[n+]1[O-]
(47) COC(=O)[C@]12CC[C@@H](C)[C@H](C)[C@@H]1C1=CC[C@@H]3[C@@]4(C)C[C@@H](O)[C@H](O)[C@@](C)(CO)[C@@H]4[C@H](O)C[C@@]3(C)[C@]1(C)CC2
(48) O=[N+]([O-])c1cccc(OCCCOc2ccccc2)c1

Screen / compound no.,41,42,43,44,45,46,47,48
MDA-MB-231,95,55,90,72,102,93,-66*,109
BT-549,110,60,97,93,103,nt,-66*,96
T-47D,54,38,90,65,87,83,-47*,95
LOX IMVI,103,16,82,56,87,99,-93*,96
MDA-MB-468,90,27,94,87,82,nt,-53*,100
MCF7,59,32,138,79,76,88,-24*,98
MALME-3M,97,46,135,84,96,103,-56*,91
HS 578T,74,72,83,89,95,93,-13*,108

(49) COc1ccc2cc(C(=O)/C=C/N(C)CC(O)C(C)(O)C(O)C(O)CO)ccc2c1 (stereo unspecified)
(50) COc1cc2cc(Oc3ccc(NC(=O)c4cccc(C(F)(F)F)c4)cc3)c(C)nc2cc1OCCN(C)C
(51) CCOC(=O)CSc1ncnc2c1c(-c1ccccc1)c(-c1ccccc1)n2-c1cccc(Cl)c1
(52) CC(C)CCNC(=O)CCn1ccc(N2CCCCC2)cc1=O
(53) COc1cc(CNC(=O)/C=C/c2ccc(OC(C)=O)c(OC)c2)ccc1O
(54) CCN(Cc1ccccc1)c1cccc(C)c1
(55) Nc1nc(N)nc(-c2cccc(Br)c2)n1
(56) NS(=O)(=O)c1ccc(-c2cc(-c3nnc(SCC(=O)c4ccccc4)n3-c3ccccc3)c3ccccc3n2)cc1

Screen / compound no.,49,50,51,52,53,54,55,56
MDA-MB-231,99,79,100,123,83,109,87,88
BT-549,97,101,99,122,151,nt,84,85
T-47D,84,91,76,98,94,90,94,74
LOX IMVI,103,-81*,95,nt,93,98,87,91
MDA-MB-468,99,81,108,87,99,112,95,87
MCF7,93,23,96,94,88,98,87,87
MALME-3M,96,-74*,86,nt,106,114,111,101
HS 578T,96,75,87,97,89,118,103,87

(57) Nc1cc2[nH]c(=O)c3ccccc3c2cc1Br
(58) O=S(=O)(NCCCNc1nccc(-c2c(-c3ccccc3)nc3occn23)n1)c1ccc(C(F)(F)F)cc1
(59) O=C(O)C(O)CO (stereo unspecified)
(60) CCCCCC(=O)OC1CCCCC1C (stereo unspecified)
(61) COc1cc(C(=O)/C(C)=C/c2c[nH]c3ccccc23)cc(OC)c1OC
(62) CNC(=O)CCCC(=O)NCc1ccc(Cl)cc1Cl
(63) Cc1ccc(-c2csc(NC(=O)CSc3nc(C)cc(=O)[nH]3)n2)cc1
(64) COc1c(O)cc2c(c1CC=C(C)C)OC(=O)c1c(cc(O)c(CC=C(C)C)c1O)O2

Screen / compound no.,57,58,59,60,61,62,63,64
MDA-MB-231,53,103,108,107,16,104,101,4.2*
BT-549,nt,101,111,106,-9.0*,109,86,78
T-47D,21,82,97,100,53,90,79,49
LOX IMVI,74,92,98,96,18,99,97,-28*
MDA-MB-468,-51*,91,99,108,11,103,107,28
MCF7,25,89,93,98,15,101,92,11
MALME-3M,102,94,98,103,68,101,100,113
HS 578T,67,96,122,106,45,98,108,nt

(65) Fc1cccc(Cl)c1/C=N/Nc1nc(N/N=C/c2c(F)cccc2Cl)nc(N2CCCCC2)n1
(66) CS(=O)(=O)c1nccc(-c2c(-c3cccc(OS(N)(=O)=O)c3)nc3sccn23)n1
(67) Cc1cnc(SCc2ccc(Cl)cc2Cl)nc1N(C)C
(68) CS(=O)(=O)c1ccc(C(=O)N/N=C/c2cccc3ccccc23)cc1

Screen / compound no.,65,66,67,68
MDA-MB-231,42,87,103,97
BT-549,68,109,109,88
T-47D,11,107,80,85
LOX IMVI,20,86,104,72
MDA-MB-468,-14*,93,92,74
MCF7,3.1*,81,98,45
MALME-3M,-4.2*,58,111,70
HS 578T,33,102,102,85
